# TNAP activators = human TNAP enzyme activators, primary screen, biochemical, luminescent, no phosphate acceptor, uHTS (AID 1001); purified TNAP, luminescent activation assay, no phosphate acceptor; higher activation fold means a stronger effect; activation fold at 20 µM; hits with a dose series show EC50 in µM; 200,000 compounds, 0.03% hits; in the data active = activation fold from about 3, or a potency from the dose series; inactive = the rest, 99 in 100 with activation fold below about 1.6; note: many of its hits are not listed in these tables
# LYP inhibition = inhibitors of LYP phosphatase, biochemical, fluorescence intensity, uHTS (AID 1779) | recombinant LYP phosphatase, fluorescence intensity; higher % means a stronger effect | inhibition, % at 11.5 µM, or IC50 in µM where a hit was titrated | 290,000 compounds, 0.054% hits;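 note: plate controls were vehicle with enzyme for no effect and no enzyme for full effect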
# human PMI inhibition = inhibitors of human PMI, primary screen, biochemical, fluorescence intensity, coupled assay (AID 1209). 190,000 compounds, 0.42% hits. purified PMI enzyme, coupled fluorescence intensity; higher % means a stronger effect. inhibition, % at 20 µM; hits with a dose series show IC50 in µM;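 note: plate controls were DMSO vehicle for no effect and wells lacking substrate for full effect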
# XIAP antagonists = XIAP antagonists, biochemical, IAP family, fluorescence polarization (AID 1018) | XIAP BIR domain, fluorescence polarization peptide displacement; higher % means a stronger effect | displacement, % at 20 µM, or IC50 in µM where a hit was titrated | 200,000 compounds, 0.007% hits; in the data active = displacement above about 50%; note: a part of the inactive calls stands beside numbers as strong as those of hits
# PMI inhibition = human PMI inhibitors, high substrate, primary screen, biochemical, fluorescence intensity, high mannose 6-phosphate (AID 1220) | inhibition, % at 20 µM; hits with a dose series show IC50 in µM | recombinant PMI enzyme, coupled fluorescence intensity; higher % means a stronger effect | 190,000 compounds, 0.66% hits
# Myeloid diff MLP = myeloid differentiation induction; ER-HoxA9 myeloid progenitors, lysozyme-GFP differentiation, flow cytometry; calls only at 10 µM; 360,000 compounds, 1% hits;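 active = normalized GFP-positive differentiation at or above the plate's own cutoff, the solvent-only control mean plus 3 SD; inconclusive = no clear call, values can overlap the other calls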;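 note: cells exposed to compound for four days before flow analysis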
# P. falciparum M17LAP = P. falciparum M17LAP inhibitors, primary screen, biochemical, fluorogenic H-Leu-NHMec substrate, 1536-well (AID 1619). inhibition, % at 30 µM, or IC50 in µM where a hit was titrated. recombinant M17LAP, H-Leu-NHMec fluorogenic kinetic assay; higher % means a stronger effect. 220,000 compounds, 0.38% hits;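 active = compound inhibiting the enzyme by more than half at any dose during confirmatory dose-response retesting; inconclusive = strong single-dose inhibitors picked by rank but not retested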;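 note: plate controls were full reaction with DMSO carrier for no effect and no enzyme background for full effect; strong numbers were not always called active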
# CSM14.1 death rescue = rescue of cells from ER stress-induced death, primary screen, 384-well, CSM14.1, thapsigargin, ATP luminescence (AID 1222); CSM14.1 thapsigargin-induced death rescue, ATP luminescence; higher % means a stronger effect; one-dose cellular ATP content (survival), % at 20 µM; EC50 in µM for titrated hits; 190,000 tested, under 10 active;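 active = EC50 below 50 µM in the dose-response confirmation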;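 note: death triggered by thapsigargin at about 15 µM added after 2 h compound pretreatment; cell ATP read after overnight thapsigargin exposure of roughly 18 to 22 hours; normalized against plate controls of thapsigargin alone and 5% DMSO vehicle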
# P. falciparum M1AAP = P. falciparum M1AAP inhibitors, biochemical, fluorogenic H-Leu-NHMec substrate, 1536-well (AID 1445); recombinant M1AAP, H-Leu-NHMec fluorogenic kinetic assay; higher % means a stronger effect; inhibition, % at 30 µM; hits with a dose series show IC50 in µM; 220,000 compounds, 0.42% hits;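 active = primary inhibition above the hit cutoff, then over 50% inhibition at one or more dose response concentrations, cut at about 23% in these data, passing the limit was not always enough; inconclusive = conflicting primary data, or primary hits not chosen for dose response; inactive = low primary inhibition, or under 50% at every dose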;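 note: plate controls were DMSO full reaction for no effect and no enzyme background for full effect; strong numbers were not always called active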
# Myeloid diff MLP GFP+ MAC1+ % = further read-out of Myeloid diff MLP, marked with its call; GFP+ MAC1+ double positive, %; measured here: differentiation confirmed by MAC1 staining
# * = called active by the depositor; i = inactive; ? = inconclusive; . = not tested or not shown. Cut-off read from the data, not from the text of the source, unless noted: active = inhibition above about 50%; inactive = the rest.
SMILES,TNAP activators,LYP inhibition,human PMI inhibition,XIAP antagonists,PMI inhibition,Myeloid diff MLP,Myeloid diff MLP GFP+ MAC1+ %,P. falciparum M17LAP,CSM14.1 death rescue,P. falciparum M1AAP
Cc1ccc(S(=O)(=O)N(C)c2nc3ccccc3[nH]c2=S)cc1,.,-1%,.,.,.,i,0.6,2%,.,9%
COc1cccc(NC(=S)N(CCCN2CCOCC2)C(C)c2cc3cccc(OC)c3o2)c1 (stereo not drawn),1.2,-8%,7%,6.9%,10%,i,0.2,3%,1.5%,2%
CCS(=O)(=O)Nc1c(C(=O)OC)[nH]c2ccccc12,1.1,-8%,-8%,-6.5%,-6%,i,1.0,-5%,-1.9%,1%
COc1ccc(C2C(C(=O)c3sc(C)nc3C)=C(O)C(=O)N2CCN(C)C)cc1 (stereo not drawn),1.2,0%,10%,-2.0%,-5%,i,0.5,13%,.,7%
O=C1CCC/C(=N\NC(=O)c2ccc(COc3ccccc3-c3ccccc3)cc2)C1,1,-1%,12%,-5.4%,11%,i,0.7,-3%,1.9%,10%
O=C(Nc1cccc(Cl)c1)c1ccc2c(c1)SC1=NS(=O)(=O)CCN12,1,0%,2%,-2.2%,1%,i,1.3,11%,-0.3%,7%
CCC(CC)C(=O)c1c[nH]c(C(=O)NCc2ccccn2)c1,1.1,-6%,-7%,-12%,-1%,i,0.6,6%,.,-2%
O=C1c2ccccc2C(Nc2ccc3nc(-c4cccnc4)[nH]c3c2)N1Cc1ccco1 (stereo not drawn),1.1,-2%,14%,-6.9%,16%,i,2.4,1%,.,11%
CC(C)(C)c1ccc(NC(=O)COC(=O)CCN2C(=O)c3cccc([N+](=O)[O-])c3C2=O)cc1,1,4%,5%,-3.4%,3%,i,0.4,3%,-2.5%,1%
O=C(O)CCC(NC(=O)C1CCCN1C(=O)OCc1ccccc1)C(=O)O (stereo not drawn),1,-12%,-7%,-5.5%,1%,i,0.2,6%,-1.1%,-5%
C=CCn1c2ccccc2c2nnc(SC(CC)C(=O)Nc3sc4c(c3C#N)CCCC4)nc21 (stereo not drawn),1,3%,16%,-24%,7%,i,0.8,-6%,-1.4%,-1%
COc1ccc(N/C(=N\c2nc(C)cc(C)n2)NC(=O)C(C)C)cc1OC,1.1,-6%,-6%,-8.7%,-1%,i,0.6,8%,-0.5%,-6%
Cc1cccc(CCNS(=O)(=O)c2ccc3c(c2)oc(=O)n3C)c1,1,-10%,2%,-4.0%,4%,i,0.9,-8%,0.1%,-3%
COc1cc(N2CCCC2)c(OC)cc1/C=c1/sc2nc3ccccc3n2c1=O,0.8,-5%,25%,-23%,49%,.,.,-3%,-1.2%,2%
CCOC(=O)CCC(=O)c1c(C)oc2ccc(OC)cc12,1.1,-6%,3%,-1.5%,1%,i,0.2,10%,-1.6%,3%
Cc1nnc(NC(=O)CCn2cnc3ccccc3c2=O)s1,1,-4%,0%,-3.4%,-3%,i,0.3,-7%,2.1%,6%
Cc1ccc(Oc2ncnc(N)c2[N+](=O)[O-])cc1,1.1,-6%,-12%,-0.9%,-14%,i,0.5,32%,.,10%
O=C(c1cccc(N2C(=O)C3CC=CCC3C2=O)c1)N1CCCCCC1 (stereo not drawn),1.2,-2%,-26%,-2.1%,-21%,i,1.0,17%,-1.1%,15%
O=C(COC(=O)c1cnccn1)c1ccc(Br)cc1,1.1,-8%,4%,-2.2%,3%,i,0.6,14%,0.0%,6%
O=C(O)c1ccc(/C=N/Nc2ccc(S(=O)(=O)N3CCCC3)cc2[N+](=O)[O-])cc1,.,31%,.,.,.,i,0.3,6%,.,10%

# Reprinted from the part before: three entries, followed by the next part.
SMILES,TNAP activators,LYP inhibition,human PMI inhibition,XIAP antagonists,PMI inhibition,Myeloid diff MLP,Myeloid diff MLP GFP+ MAC1+ %,P. falciparum M17LAP,CSM14.1 death rescue,P. falciparum M1AAP
O=C(c1cccc(N2C(=O)C3CC=CCC3C2=O)c1)N1CCCCCC1 (stereo not drawn),1.2,-2%,-26%,-2.1%,-21%,i,1.0,17%,-1.1%,15%
O=C(COC(=O)c1cnccn1)c1ccc(Br)cc1,1.1,-8%,4%,-2.2%,3%,i,0.6,14%,0.0%,6%
O=C(O)c1ccc(/C=N/Nc2ccc(S(=O)(=O)N3CCCC3)cc2[N+](=O)[O-])cc1,.,31%,.,.,.,i,0.3,6%,.,10%
CC(C)CC(=O)NC(=S)Nc1nc(-c2cccc3ccccc23)cs1,1,4%,-11%,-4.0%,-6%,i,0.5,23%,-4.2%,7%
Cc1ccc(S(=O)(=O)Nc2ccc3nc(-c4cccn4C)[nH]c3c2)cc1,1.1,-8%,5%,-10%,0%,i,1.2,-4%,-2.5%,15%
CCOC(=O)c1c(C)nc2c(c1-c1ccc(OC)cc1)C(=O)CC(C)(C)C2,1.1,-8%,7%,-2.4%,0%,i,0.8,-2%,11%,1%
Cc1ccccc1N(Cc1ccccc1F)S(C)(=O)=O,1,-5%,0%,-6.1%,1%,i,0.7,12%,1.2%,1%
NC(=O)c1ccc(N2CCCCC2)c(N2C(=O)CCC2=O)c1,1.2,-4%,-2%,0.9%,-2%,i,0.8,5%,0.4%,-1%
CC1CCCCN1c1cc(C#N)c(C#N)cc1[N+](=O)[O-] (stereo not drawn),0.9,-4%,2%,-6.0%,6%,i,0.6,-4%,-0.6%,3%
Cn1nnnc1SCC(=O)N1CCOCC1,1.1,-3%,-11%,-5.9%,-14%,i,1.0,18%,-1.4%,9%
Cc1onc(-c2c(F)cccc2Cl)c1C(=O)NCC1COc2ccccc2O1 (stereo not drawn),1.1,-8%,4%,1.4%,5%,i,0.8,1%,-0.6%,5%
COC(=O)C(Cc1ccc(OC(=O)c2ccccc2Cl)cc1)N1Cc2ccccc2C1=O (stereo not drawn),1,4%,9%,-13%,9%,i,0.9,11%,-1.0%,3%
O=C(NC1(C(F)(F)F)NC(=O)N(C2CCCCC2)C1=O)c1cccs1 (stereo not drawn),1.1,2%,23%,0.9%,23%,i,3.4,-5%,.,8%
Cn1ccnc1SCC(=O)Nc1ccc2nc(SCC(=O)NC3CC3)sc2c1,1.1,-3%,8%,-5.6%,0%,.,.,1%,-1.1%,7%
CCOCCn1c(-c2ccc(OC)cc2)nc2ccccc21,1.1,-11%,-9%,-3.8%,-9%,i,1.1,-4%,-0.9%,-1%
CN(CCNC(=O)c1ccc(N2CCCC2=O)cc1)CCc1ccccc1,1.1,-9%,-4%,-6.6%,-5%,i,0.4,-3%,4.6%,3%
Cc1ccc(NC(=O)CCNS(=O)(=O)c2cccc3nsnc23)cc1,1.1,-2%,-2%,-3.1%,-2%,i,0.3,18%,-2.8%,0%
COc1ccc(NC(=O)c2ccc3c(SCC(=O)O)c4c(nc3c2)CCCC4)c(OC)c1,1.1,-6%,-18%,-6.0%,-14%,i,0.7,40%,-1.6%,13%
NC(=O)c1ccc(NC(=O)COC(=O)CCCc2c[nH]c3ccccc23)cc1,1.1,2%,0%,-8.4%,10%,i,0.6,-19%,-0.5%,1%
Oc1cccc(/C=N/Nc2ncnc3c2ncn3Cc2ccccc2)c1,1.3,9%,6%,-5.1%,6%,i,0.5,24%,-0.8%,5%
CCOC(=O)C1C(c2ccc(O)c(OC)c2)NC(=S)NC1(O)C(F)(F)F (stereo not drawn),1.1,-6%,-3%,-4.6%,2%,i,0.1,-15%,2.7%,0%
COc1ccc(-c2nc(CN(Cc3cnn(C)c3)C(C)C)c(C)o2)c(OC)c1,1.1,-5%,9%,-6.7%,10%,i,0.5,2%,1.6%,-7%
CCOC(=O)CCn1c(=O)c2c(nc(Br)n2Cc2ccccc2)n(C)c1=O,1.1,-4%,4%,-5.2%,-8%,i,0.7,5%,4.8%,4%

# The last 4 compounds of the part above open the next one.
SMILES,TNAP activators,LYP inhibition,human PMI inhibition,XIAP antagonists,PMI inhibition,Myeloid diff MLP,Myeloid diff MLP GFP+ MAC1+ %,P. falciparum M17LAP,CSM14.1 death rescue,P. falciparum M1AAP
Oc1cccc(/C=N/Nc2ncnc3c2ncn3Cc2ccccc2)c1,1.3,9%,6%,-5.1%,6%,i,0.5,24%,-0.8%,5%
CCOC(=O)C1C(c2ccc(O)c(OC)c2)NC(=S)NC1(O)C(F)(F)F (stereo not drawn),1.1,-6%,-3%,-4.6%,2%,i,0.1,-15%,2.7%,0%
COc1ccc(-c2nc(CN(Cc3cnn(C)c3)C(C)C)c(C)o2)c(OC)c1,1.1,-5%,9%,-6.7%,10%,i,0.5,2%,1.6%,-7%
CCOC(=O)CCn1c(=O)c2c(nc(Br)n2Cc2ccccc2)n(C)c1=O,1.1,-4%,4%,-5.2%,-8%,i,0.7,5%,4.8%,4%
O=C(Cc1cnc2ncnn2c1)N1CCc2c([nH]c3ccccc23)C1c1ccccn1 (stereo not drawn),1,-8%,-6%,-5.9%,-5%,i,0.5,-8%,-2.8%,-3%
CS(=O)(=O)Nc1ccc(S(=O)(=O)NCCc2ccccc2)cc1,1.1,-4%,13%,-3.2%,12%,i,0.6,-2%,-1.3%,-2%
Cc1c(Cl)cccc1NC(=S)NC1CC1,1.1,34%,9%,0.7%,7%,i,0.8,7%,-3.4%,13%
O=C(NNS(=O)(=O)c1ccccc1C(F)(F)F)c1cccc(S(=O)(=O)Nc2ccccc2Cl)c1,1.2,-6%,-6%,2.8%,-2%,i,0.7,34%,-1.3%,22%
Cc1ccc(NC(=S)NNC(=O)c2ccco2)cc1,1.2,-6%,3%,-1.0%,7%,i,0.2,-9%,1.9%,0%
CCOC(=O)CNC(=O)CSc1ccc2nnc(-c3cccnc3)n2n1,1.2,-7%,1%,-15%,-4%,i,0.5,-3%,3.5%,3%
CC(Cc1ccccc1)C(=O)N(C)Cc1cccnc1 (stereo not drawn),1,-6%,-13%,-5.6%,-5%,i,2.2,-9%,-4.3%,-1%
COc1ccc(N2CC(NC(=O)Nc3ccccc3)CC2=O)cc1 (stereo not drawn),1,-6%,-16%,-5.4%,-16%,i,0.4,4%,1.5%,5%
CN(C)c1ccc(C(=O)c2ccc(N(C)C)c3ccccc23)cc1,1.1,4%,10%,-0.9%,16%,?,.,3%,-1.0%,10%
O=C1/C(=C/c2ccncc2)SC(=S)N1C1CCS(=O)(=O)C1 (stereo not drawn),0.9,-5%,22%,-1.9%,22%,i,0.0,23%,-1.2%,-4%
COc1ccc(C(C(=O)NC2CCCC2)N(Cc2ccccc2)C(=O)CNC(=O)c2ccco2)cc1 (stereo not drawn),1.1,-5%,8%,-4.0%,2%,i,0.8,-2%,-1.1%,7%
O=C(NNc1c2ccccc2nc2ccccc12)c1cccc(O)c1,0.8,-2%,11%,-13%,0%,i,0.2,-9%,1.4%,17%

# Screening results: PubChem, several laboratories
